# Tau fibril ThT: blocks human tau fibril formation measured by thioflavin T; recombinant tau K18 P301L, heparin-induced fibrillization, ThT fluorescence; Potency, µM (top dose mostly 57.4 µM), without a hit: at the top dose activity, negative = inhibition, most hits filed as inhibitors; 270,000 tested, 2.1% active; also: % is scaled to controls: 0 for no effect and ±100 for the full control effect; nearly all actives have a fitted effect of over 55% in size
# Target sequence (P10636 561-689 P618L limits assumed): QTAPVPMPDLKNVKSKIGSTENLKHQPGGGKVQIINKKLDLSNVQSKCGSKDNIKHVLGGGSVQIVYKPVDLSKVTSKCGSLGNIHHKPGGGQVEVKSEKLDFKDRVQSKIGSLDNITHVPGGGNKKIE
#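 In this qHTS, human K18 P301L tau is incubated with compound and heparin for 6 hr at 37 C, and Thioflavin T fluorescence then reports fibril load.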
# RECQ1 helicase: inhibitors of human RECQ1 DNA helicase | P46063 | AID 2549 | RECQ1 DNA unwinding, red fluorescence kinetic read | 240,000 tested, 0.54% active | Potency, µM (titrated, usually from 57.3 µM), inactives show top-dose activity, negative = inhibition, usual class: inhibitors;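 also: plate controls were vehicle for no effect and no enzyme for full effect; nearly all actives have a fitted effect of over 30% in size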
# Target sequence (P46063 whole entry, looked up): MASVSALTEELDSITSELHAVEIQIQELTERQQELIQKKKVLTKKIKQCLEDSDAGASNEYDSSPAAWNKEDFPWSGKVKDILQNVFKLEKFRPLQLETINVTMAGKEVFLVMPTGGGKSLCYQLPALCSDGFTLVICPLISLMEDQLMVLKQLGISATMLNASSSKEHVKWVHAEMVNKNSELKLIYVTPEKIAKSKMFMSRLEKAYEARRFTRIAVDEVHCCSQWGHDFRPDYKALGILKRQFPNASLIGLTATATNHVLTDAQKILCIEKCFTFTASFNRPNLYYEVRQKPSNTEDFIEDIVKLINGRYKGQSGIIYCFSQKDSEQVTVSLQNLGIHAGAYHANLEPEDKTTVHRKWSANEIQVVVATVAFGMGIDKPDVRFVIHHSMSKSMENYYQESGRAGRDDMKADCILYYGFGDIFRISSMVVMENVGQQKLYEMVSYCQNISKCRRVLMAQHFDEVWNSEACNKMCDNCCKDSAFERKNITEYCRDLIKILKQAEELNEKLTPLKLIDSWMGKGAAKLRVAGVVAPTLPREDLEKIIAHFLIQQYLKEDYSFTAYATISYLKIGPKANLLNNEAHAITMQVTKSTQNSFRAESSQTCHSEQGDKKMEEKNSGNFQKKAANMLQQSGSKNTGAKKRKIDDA
#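 RECQ1T1 50 nM; forked duplex (20 bp + 30-nt ss tails) 200 nM, ATP 2 mM final; pH 8.0, 2 mM MgCl2, 2.5 ug/ml poly(dI-dC); 15 min compound preincubation; discontinuous kinetic read over 2 h at RT.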
# L3MBTL1 inh: blocks human L3MBTL1 | AlphaScreen L3MBTL1–H3K9me1 peptide binding | Potency, µM (doses to about 57.1 µM), for inactives: at the highest dose activity, negative = inhibition, usual class: inhibitors | 230,000 tested, 0.66% active | AID 485360; also: % is scaled to controls: 0 for no effect and ±100 for the full control effect; nearly all actives have a fitted effect of over 60% in size
#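 L3MBTL1 50 nM + b-AHA-H3(1-15)K9me1 75 nM, 30 min RT; compound added, 30 min RT; streptavidin donor/Ni-chelate acceptor beads 10 ug/mL each final, 30 min RT dark; AlphaScreen read.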
# Tau fluor counter: counter-screen for tau fibril formation inhibitors | Potency, µM (series often up to 57.7 µM), for inactives: at the highest dose activity change, negative = decrease | 280,000 tested, 0.93% active | AID 1463 | tau K18 P301L (four-repeat tau fragment) Alexa594 fluorescence, heparin fibrillization; also: % is scaled to controls: 0 for no effect and ±100 for the full control effect; nearly all actives have a fitted effect of over 55% in size
#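 Human K18 P301L tau (15 uM unlabeled plus 0.24 uM Alexa 594-labeled, final) in 100 mM sodium acetate pH 7 was mixed with compound and 20 uM heparin and incubated 6 hr at 37 C.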
# Tau FP inhib: inhibitors of human tau fibril formation | P10636 | K18 P301L tau heparin fibrillization, Alexa594 FP, 6 h | Potency, µM (doses to about 57.7 µM), without a hit: top-dose activity, negative = inhibition, actives largely listed as inhibitors | 280,000 tested, 0.39% active | AID 1468; also: % is scaled to controls: 0 for no effect and ±100 for the full control effect; nearly all actives have a fitted effect of over 55% in size
#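 Compound effects on tau fibrillization are measured by Alexa 594 fluorescence polarization (ex 555, em 632 nm). K18 P301L tau is used at 15 uM with 0.24 uM labeled tracer, and 20 uM heparin induces aggregation over 6 hr at 37 C.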
# HTT ATP protect: protects HTT-Q103 PC12 cells, measured by ATP; Potency, µM (series often up to 56.4 µM), for the others: cytoprotection (ATP increase), actives largely listed as activators; AID 1471; PC12 HTT-Q103 induced, cytoprotection, ATP luminescence, 40 h; 230,000 tested, 0.14% active;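 also: % of control where 0% means no effect; nearly all actives have a fitted effect of over 45% in size; toxic huntingtin expression switched on by the ecdysone agonist tebufenozide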
#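 Compounds added alongside 100 nM tebufenozide, which induces toxic Q103 huntingtin exon 1-GFP in stable PC12 cells; surviving cells quantified by luminescent ATP measurement. Medium: phenol red-free DMEM, 5% equine and 5% calf serum.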
# TR SRC2 fluor cs: alters Texas Red total fluorescence, flagging assay interference; TRb/SRC2 Texas Red total fluorescence interference; Potency, µM (top dose mostly 106 µM), inactives show at the highest dose fluorescence change, negative = quenching; 280,000 tested, 0.29% active; AID 1479; active = well fitted curve in either direction with a large enough effect; inconclusive = small, poorly fitted or top-dose-only effect; also: % is scaled to controls: 0 for no effect and ±100 for the full control effect
#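 Human TRb ligand-binding domain at 0.6 uM with 20 nM Texas Red SRC2 peptide in Tris buffer containing 1 uM T3 and 5% DMSO, incubated with compound 5 h at ambient temperature. Total fluorescence (555/632 nm) calculated as parallel + 2 × perpendicular.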
# TRb SRC2 PPI: TRbeta-SRC2 interaction inhibition; Potency, µM (doses to about 106 µM), for inactives: top-dose activity change, negative = inhibition, actives largely listed as inhibitors; P10828; 280,000 tested, 0.065% active; TRbeta-SRC2 peptide binding, fluorescence polarization; receptor liganded with 1 µM T3;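 also: plate controls were bound peptide for no effect and peptide without receptor for full effect; nearly all actives have a fitted effect of over 50% in size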
#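 Fluorescence polarization of 20 nM Texas Red SRC2 peptide (20-aa NR interaction domain) bound to 0.6 uM human TRb ligand-binding domain, with 1 uM T3, after 5 hr at ambient temperature; inhibition seen as decreased polarization.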
# An asterisk follows results filed as active; i = inactive; ? = inconclusive; / = no result given; & = joins results of further samples; [ ] = dose if it differs, or a comment. Unless noted, calls follow the shape of the dose curve; as a rule, active = well fitted curve in the direction sought with a large enough effect; inconclusive = small, poorly fitted or top-dose-only effect, or another doubt; inactive = no such curve, though single readings can be large; an effect the other way counts as inactive or inconclusive. Potency is read from the fitted curve at half-maximal effect.
cpd | SMILES | TR SRC2 fluor cs | HTT ATP protect | RECQ1 helicase | Tau fibril ThT
1 | O=C(c1cn(Cc2ccccc2)c2ccccc12)N1CCCCC1 | -1% | -19% | -7% | -13%
2 | c1ccc2c(N3CCNCC3)nsc2c1 | -3% | 25%[10 µM] | i | 22µM*
3 | CCCC(C)(COC(N)=O)COC(N)=O | -1% | 0% | 3% | /
4 | O=C(COc1ccccc1)N1CCN(C2CC3CCC2C3)CC1 (configuration not stated) | -3% | 15%[1.9 µM] | -2% | -7%
5 | Cc1ccc(Cl)cc1Nc1nn2c(=O)c3ccc(C(=O)NCc4cccs4)cc3nc2s1 | -10% | / | / | 17%
6 | CCCCn1c(NC(=O)c2ccc(Br)o2)c(C(=O)OCC)c2nc3ccccc3nc21 | -2% | / | -1% | ?
7 | N#Cc1ccccc1Cn1cc(C(=O)c2ccccc2F)c2ccccc21 | -8% | -5%[1.9 µM] | -7% | -5%
8 | CSc1nc(NC(C)C)nc(NC(C)C)n1 | -3% | / | -27% | -3%
9 | COc1cc2c(cc1OC)-c1c(O)c(OC)cc3c1[C@H](C2)N(C)CC3 | ? | -18%[1.9 µM] | -9% | 5µM*
10 | O=c1c2cc([N+](=O)[O-])ccc2nc(CN2CCOCC2)n1-c1ccccc1F | -5% | -13% | -3% | 9%
11 | N[C@H](CCP(=O)(O)O)C(=O)O | -3%&0% | 7% | -2%&-3% | -4%&-1%
12 | CCCCn1c(O)c(C(CC)=NCc2cc(OC)cc(OC)c2)c(=O)[nH]c1=O | 2% | -49%[inhibitor] | i | -5%

cpd | TRb SRC2 PPI | Tau fluor counter | L3MBTL1 inh | Tau FP inhib
1 | 1% | -3% | / | 2%
2 | 2% | -22% | 3% | ?
3 | -1% | / | / | /
4 | -11% | -3% | -1% | 3%
5 | ? | 0% | / | 2%
6 | -7% | -10% | -24% | ?
7 | 9% | -29% | 10% | -11%
8 | 8% | -2% | / | -6%
9 | 40µM* | ? | / | 11µM*
10 | 2% | 5% | -13% | -2%
11 | 1%&-2% | -2%&-1% | / | 5%&-11%
12 | -8% | 1% | -3% | 4%

# Following part.
cpd | SMILES | TR SRC2 fluor cs | HTT ATP protect | RECQ1 helicase | Tau fibril ThT
13 | COC(=O)[C@@H]1[C@@H](C(=O)OC)C2(c3ccccc3-c3ccccc32)N(c2ccc(Cl)cc2)N1C#N | -4% | -36%[10 µM] | -13% | 25µM*
14 | COc1ccc(C)cc1NC(=O)c1cccn(Cc2ccccc2Cl)c1=O | 0% | / | / | 4%
15 | O=C1C=CC[C@@H]2[C@H]3CCCN4CCC[C@@H](CN12)[C@@H]34 | -2% | -34%[inhibitor] | -3% | -4%
16 | CCOc1ccc(NC(=O)CSc2oc(-c3ccccc3)nc2S(=O)(=O)c2ccc(Cl)cc2)cc1 | 0% | / | / | -7%
17 | O=C(O)C(Cc1cnc[nH]1)NS(=O)(=O)c1ccc(Cl)cc1 (configuration not stated) | -3% | 1%[10 µM] | -5% | 2%
18 | COC(=O)C1=Nc2ccccc2/C1=C\c1c(O)n(-c2ccc(OC)cc2)c(=O)[nH]c1=O | 1% | -20% | -19% | ?
19 | COc1cc2c(cc1O)C(Cc1ccc(O)cc1)NCC2 (configuration not stated) | 1% | / | 1% | ?
20 | CC(c1ccccc1)n1cncc1C(=O)N1CCCC1=O (configuration not stated) | 3% | 4% | 2% | -4%
21 | CCCCOc1ccc(CN2CCN(CCO)CC2)cc1 | 0% | 15%[10 µM] | -13% | 6%
22 | CC1=C2CC3C(CC=C4C[C@@H](O)CC[C@@]43C)[C@@H]2CC[C@]12O[C@@H]1C[C@H](C)CN[C@H]1[C@H]2C (some centres not stated) | 0%&-2% | -19% | 4%&10% | -1%
23 | CN(C)C(=O)Oc1noc2cc(Cl)ccc12 | 0% | 4%[10 µM] | 0% | -5%
24 | N#CC(C#N)=Cc1ccc(-c2ccccc2F)o1 | 2% | / | 10% | -6%

cpd | TRb SRC2 PPI | Tau fluor counter | L3MBTL1 inh | Tau FP inhib
13 | -9% | -15% | -12% | ?
14 | 3% | -10% | / | ?
15 | -5% | 0% | / | -4%
16 | 6% | ? | / | -10%
17 | 3% | 0% | 12% | -6%
18 | 1% | ? | -4% | ?
19 | -4% | -11% | 1% | 5%
20 | 7% | 5% | 2% | 4%
21 | -1% | 7% | 12% | 7%
22 | 1%&12% | -3% | / | -11%
23 | 2% | -8% | -3% | -8%
24 | -7% | -9% | -5% | -8%

# Further entries:
cpd | SMILES | TR SRC2 fluor cs | HTT ATP protect | RECQ1 helicase | Tau fibril ThT
25 | CCOC(=O)c1sc(N=Nc2c(O)[nH]c(=O)[nH]c2=O)c(C(=O)OCC)c1C | 0% | -11%[10 µM] | -1% | 3%
26 | O=C(NCCN1CCOCC1)c1ccc(Cl)nc1Cl | -5% | ? | i | -1%
27 | Cn1c(O)c(/C=N/NC(=O)c2ccncc2)c(=O)n(C)c1=S | -2% | 3%[10 µM] | -2% | -11%
28 | O=C(Nc1ccc(Cl)c(C(F)(F)F)c1)C1CCCN(S(=O)(=O)c2cccc3cccnc23)C1 (configuration not stated) | 2% | / | / | -1%
29 | CCOP(=O)(OCC)C(O)c1cccc([N+](=O)[O-])c1 (configuration not stated) | 1% | -59%[inhibitor] | -2% | 0%
30 | O[C@@H]1CCCC[C@H]1N1CCC(c2ccccc2)CC1 | 1%&-6% | -17% | i | -1%&-7%
31 | CCN1C(=O)CC(c2cccnc2)=Nc2ccccc21 | -2% | 19%[10 µM] | i | 0%
32 | C[C@H]1C(=O)O[C@H]2CCN3CC=C(COC(=O)[C@](C)(O)[C@@]1(C)O)C23 (some centres not stated) | -1% | 10%[1.9 µM] | -1% | 1%
33 | CN(C)CCN=Cc1c(O)n(C2CCCCCC2)c(=O)[nH]c1=O | 0% | -1%[0.074 µM] | i | 2%
34 | CC/C=C\C/C=C\C/C=C\C/C=C\C/C=C\CCCC(=O)NCCO | -1% | -28% | -1% | -5%
35 | O=c1cccc2n1CC1CC2CN(c2ncnc3c2cnn3-c2ccccc2)C1 (configuration not stated) | -2% | -14% | -5% | 0%
36 | CN1C(=O)NC(=O)/C(=C/c2ccc([N+](=O)[O-])o2)C1=O | 7% | 8%[10 µM] | i | 13µM*

cpd | TRb SRC2 PPI | Tau fluor counter | L3MBTL1 inh | Tau FP inhib
25 | 7% | 3% | -11% | 7%
26 | -2% | -6% | 5% | 2%
27 | -1% | -16% | / | 0%
28 | -1% | ? | / | -19%
29 | -5% | 4% | -3% | 0%
30 | -6%&4% | -2%&-12% | 10% | -3%&-1%
31 | 9% | 4% | -1% | -12%
32 | 2% | -1% | / | -3%
33 | -12% | 7% | 9% | -2%
34 | -2% | -9% | / | 8%
35 | 1% | -2% | 3% | -5%
36 | 0% | -29% | 25µM* | ?

# Whole records from above:
# Entry for `CCOP(=O)(OCC)C(O)c1cccc([N+](=O)[O-])c1` (configuration not stated) : TR SRC2 fluor cs: 1%; HTT ATP protect: -59%[inhibitor]; RECQ1 helicase: -2%; Tau fibril ThT: 0%; TRb SRC2 PPI: -5%; Tau fluor counter: 4%; L3MBTL1 inh: -3%; Tau FP inhib: 0%
# Entry for `O[C@@H]1CCCC[C@H]1N1CCC(c2ccccc2)CC1` : TR SRC2 fluor cs: 1%&-6%; HTT ATP protect: -17%; RECQ1 helicase: i; Tau fibril ThT: -1%&-7%; TRb SRC2 PPI: -6%&4%; Tau fluor counter: -2%&-12%; L3MBTL1 inh: 10%; Tau FP inhib: -3%&-1%
# Entry for `Cn1c(O)c(/C=N/NC(=O)c2ccncc2)c(=O)n(C)c1=S` : TR SRC2 fluor cs: -2%; HTT ATP protect: 3%[10 µM]; RECQ1 helicase: -2%; Tau fibril ThT: -11%; TRb SRC2 PPI: -1%; Tau fluor counter: -16%; L3MBTL1 inh: /; Tau FP inhib: 0%

# Next section.
cpd | SMILES | TR SRC2 fluor cs | HTT ATP protect | RECQ1 helicase | Tau fibril ThT
37 | O=Cc1ccc(Cl)cc1Cl | 0% | -3% | -11% | /
38 | CC(C)CC(NC(=O)C1CCCCC1)C(=O)N1CCC2(CC1)OCCO2 (configuration not stated) | -6% | 4% | -16% | 8%
39 | Cc1nn(C(C)(C)C)c(C)c1/C=N/OC(=O)Nc1ccc(Cl)cc1 | 2% | -49%[inhibitor][10 µM] | -11% | /
40 | COc1ccccc1CN1CCCCC1c1cccnc1 (configuration not stated) | 1% | 9% | 2% | -5%
41 | CN(C)C(=O)Oc1ccc(OC(=O)N(C)C)cc1 | 0% | 3% | i | 1%
42 | O=C(Nc1ccc(Cl)cc1C(=O)c1ccccc1)c1cc(Cl)cc(Cl)c1 | 4% | / | / | ?
43 | Cc1ccc(C)c(C2(O)CC(C)N(C)CC2C)c1 (configuration not stated) | 0% | -10% | -4% | -4%

cpd | TRb SRC2 PPI | Tau fluor counter | L3MBTL1 inh | Tau FP inhib
37 | 4% | / | / | /
38 | -1% | 0% | 8% | 0%
39 | 1% | ? | / | ?
40 | -1% | -6% | -4%[11.4 µM] | -5%
41 | -1% | -4% | 4% | -8%
42 | 2% | ? | / | ?
43 | -17% | -5% | 3% | -1%

# This is a subset; count on the stated rates, not on these rows.
